# Compound activity: PubChem BioAssay, National Center for Advancing Translational Sciences (NCATS)
# Menin MLL FP TR: menin-MLL binding inhibition, Texas Red mutant peptide. Potency, µM (top dose mostly 61.6 µM), for inactives: at the highest dose FP activity change, negative = inhibition, most hits filed as inhibitors. O00255. AID 1768. Menin + Texas Red MLL mutant peptide, fluorescence polarization. 270,000 tested, 0.23% active; active means well fitted inhibition curve with a large enough effect in the polarisation, with a control signal flat, not every such curve was filed as active; inconclusive means small, poorly fitted or top-dose-only effect, or effect the other way, or a change in a side signal; inactive means no such curve, though single readings can be large or run the other way; the % refers to the polarisation; further: potency means the concentration at half of the fitted maximal effect; % of control where 0% means no effect; many of its hits are not listed in these tables
# Rab9 promoter act: Rab9 promoter activation; Potency, µM (top dose mostly 9.22 µM), for inactives: at the top dose activation, negative = inhibition, actives largely listed as activators; 320,000 tested, 2.8% active; Huh7 Rab9 promoter-luciferase reporter, luminescence, 24 h; further: potency means the concentration at half of the fitted maximal effect; % of control where 0% means no effect; nearly all actives have a fitted effect of over 60% in size
#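 Huh7 reporter line, Rab9 promoter upstream of luciferase. Compound exposure 24 h at 37 °C in reduced-serum medium with 10% FBS. Read-out: luminescence.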
# PKM2 activator: increases activity of human pyruvate kinase M2; 260,000 tested, 0.34% active; Potency, µM (doses to about 57.5 µM), for the others: top-dose activation, hits mostly activators; purified PKM2, Kinase-Glo ATP luminescence, activation; response scale: 0% is enzyme alone, no compound; further: potency means the concentration at half of the fitted maximal effect; on the % scale 0 is the no-effect control and ±100 the full control effect; nearly all actives have a fitted effect of over 55% in size
#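 hPK-M2, >95% pure; 0.1 mM ADP / 0.5 mM PEP final; imidazole pH7.2 buffer w/ 7 mM MgCl2, 50 mM KCl; 1 h RT; Kinase-Glo lum. Intermediate enzyme activity for dual inhibitor/activator qHTS.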
# FLuc counter: firefly luciferase modulation, counter-screen for miR-21 project; P08659; purified FLuc, Km substrates, luminescence inhibition; Potency, µM (titrated, usually from 57.5 µM), for the others: at the highest dose activity change, negative = inhibition, usual class: inhibitors; 360,000 tested, 6.9% active; AID 588342;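 further: potency means the concentration at half of the fitted maximal effect; plate controls were vehicle for no effect and reference inhibitor for full effect; nearly all actives have a fitted effect of over 55% in size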
# Target sequence (P08659 whole entry, looked up): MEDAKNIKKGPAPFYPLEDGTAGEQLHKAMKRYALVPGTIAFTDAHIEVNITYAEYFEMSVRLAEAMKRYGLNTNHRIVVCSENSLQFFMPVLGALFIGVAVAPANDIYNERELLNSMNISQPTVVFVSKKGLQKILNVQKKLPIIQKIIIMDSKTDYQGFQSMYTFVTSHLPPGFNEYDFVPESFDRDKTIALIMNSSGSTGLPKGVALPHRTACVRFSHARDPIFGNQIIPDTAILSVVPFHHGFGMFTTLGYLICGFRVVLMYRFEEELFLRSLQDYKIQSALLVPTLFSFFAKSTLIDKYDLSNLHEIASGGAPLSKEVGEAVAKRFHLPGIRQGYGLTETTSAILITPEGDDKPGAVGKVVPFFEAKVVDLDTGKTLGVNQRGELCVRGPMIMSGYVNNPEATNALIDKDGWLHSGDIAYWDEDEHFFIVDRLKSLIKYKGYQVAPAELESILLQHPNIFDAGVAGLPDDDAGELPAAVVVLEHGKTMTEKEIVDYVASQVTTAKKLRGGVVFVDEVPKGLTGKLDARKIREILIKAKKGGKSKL
#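 Biochemical qHTS of compounds, final roughly 60 µM downward over six points, against 10 nM purified firefly luciferase using Km concentrations of substrates (10 uM D-luciferin, 10 uM ATP) in Tris acetate pH 7.5 buffer; luminescence output.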
# RORgamma inh: ROR gamma (mouse) transcription inhibition. AID 2551. Drosophila S2 Gal4-RORgamma UAS-luciferase reporter, 20 h. P51450. 310,000 tested, 5.4% active. Potency, µM (series often up to 53.6 µM), without a hit: at the highest dose activity change, negative = inhibition, most hits filed as inhibitors; further: potency means the concentration at half of the fitted maximal effect; on the % scale 0 is the no-effect control and ±100 the full control effect; nearly all actives have a fitted effect of over 60% in size
# Target sequence (P51450 whole entry, looked up, the tested form may be a part): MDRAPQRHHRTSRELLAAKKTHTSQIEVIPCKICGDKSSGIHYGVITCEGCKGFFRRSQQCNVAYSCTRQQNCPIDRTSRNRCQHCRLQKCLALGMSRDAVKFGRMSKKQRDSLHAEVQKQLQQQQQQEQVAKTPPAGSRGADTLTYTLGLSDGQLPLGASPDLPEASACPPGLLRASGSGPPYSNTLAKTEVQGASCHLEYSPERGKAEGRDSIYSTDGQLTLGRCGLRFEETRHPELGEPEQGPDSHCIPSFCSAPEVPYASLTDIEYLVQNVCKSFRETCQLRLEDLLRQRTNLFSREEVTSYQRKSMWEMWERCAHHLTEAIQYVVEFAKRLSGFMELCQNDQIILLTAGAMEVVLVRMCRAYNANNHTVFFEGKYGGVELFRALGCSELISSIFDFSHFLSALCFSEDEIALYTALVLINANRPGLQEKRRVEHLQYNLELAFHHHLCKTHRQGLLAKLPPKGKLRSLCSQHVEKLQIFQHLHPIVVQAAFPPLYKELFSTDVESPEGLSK
#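 Read-out: Photinus luciferase luminescence; inhibitors lower reporter signal. Insect Schneider cells with Gal4-ROR gamma fusion under metallothionein promoter, UAS reporter; 700 uM final copper sulfate induction, 20 hr, ambient temperature.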
# KCNH2 3.1 block: KCNH2 3.1 (human) potassium channel inhibition | U2OS KCNH2 3.1, thallium flux FluxOr; active compounds read low | activity change, % (tested at about 1.8 µM) | 340,000 tested, 0.95% active;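 active means maximum activity change below -70%; inconclusive means maximum activity change from -70% to -50%; inactive means maximum activity change above -50%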;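 further: thallium influx rate constant from kinetic fluorescence after stimulation buffer; on the % scale 0 is the no-effect control and ±100 the full control effect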
#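 Channel expression came from 3.1 mutant virus (1.77 x 10^8 /mL) applied to suspended U2OS cells for 4 h. Flux was tracked with FluxOr dye plus Red40 quencher, and kinetic rate constants normalized to controls.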
# MBNL1 CUG block: inhibitors of human MBNL1 binding to CUG repeat RNA. Q9NR56. TR-FRET MBNL1-His/biotin-(CUG)12 binding, 665/545 ratio. Potency, µM (top dose mostly 57.5 µM), for inactives: top-dose activity change, negative = inhibition, most hits filed as inhibitors. 280,000 tested, 0.036% active. AID 2675; active means well fitted inhibition curve with a large enough effect in the signal ratio, with a control signal flat, not every such curve was filed as active; inconclusive means small, poorly fitted or top-dose-only effect, or effect the other way, or a change in a side signal; inactive means no such curve, though single readings can be large or run the other way; the % refers to the signal ratio; further: potency means the concentration at half of the fitted maximal effect; on the % scale 0 is the no-effect control and ±100 the full control effect
#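 Ratiometric TR-FRET (665 over 545 nm, excitation 340 nm) tracks disruption of MBNL1-His/biotin-(CUG)12 complex after 60 min at room temperature, with compounds at 92 nM to 58 uM final.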
# NPC1 promoter act: activators of NPC1 promoter; Huh7 NPC1 promoter luciferase reporter, 24 h; Potency, µM (doses to about 9.22 µM), inactives show at the highest dose activation, hits mostly activators; 320,000 tested, 2.4% active; AID 485313;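 further: potency means the concentration at half of the fitted maximal effect; % of control where 0% means no effect; nearly all actives have a fitted effect of over 60% in size; reporter is driven by a mutant NPC1 promoter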
#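 Quantitative HTS used a cell-based reporter: Huh7 cells stably bearing the NPC1 promoter upstream of luciferase were treated with compounds for 24 h, and promoter activation was read as luminescence.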
# ELG1 repair inh: blocks ELG1-dependent DNA repair in HEK293T cells; HEK293T ELG1-luciferase reporter, luminescence, 16 h; DNA damage induced by 5-fluorouridine; 330,000 tested, 2.3% active; Potency, µM (titrated, usually from 46.1 µM), for the others: at the highest dose activity change, negative = inhibition, actives largely listed as inhibitors; further: potency means the concentration at half of the fitted maximal effect; on the % scale 0 is the no-effect control and ±100 the full control effect; nearly all actives have a fitted effect of over 55% in size
#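 Cells (2,000 per well) received 5-fluorouridine plus test compound or DMSO and were incubated 16 hr at 37 °C, 5% CO2. Luciferase activity was read by luminescence 30 min after ONE-Glo addition; signal suppression marked inhibition of damage-induced ELG1 function.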
# VP16 counter: inhibits Gal4-VP16 luciferase reporter, ROR gamma counter-screen | Drosophila S2 Gal4-VP16 UAS-luciferase, luminescence, 20 h | Potency, µM (doses to about 53.6 µM), without a hit: at the highest dose activity, negative = inhibition, hits mostly inhibitors | 310,000 tested, 3.5% active;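 further: Gal4-VP16 expression switched on by copper sulfate through the metallothionein promoter; potency means the concentration at half of the fitted maximal effect; on the % scale 0 is the no-effect control and ±100 the full control effect; nearly all actives have a fitted effect of over 50% in size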
# Mito fusion act: mitochondrial division inhibition or fusion activation. S. cerevisiae fusion-defective mutant growth rescue, CellTiterGlo 48 h. Potency, µM (series often up to 46.1 µM), for inactives: at the highest dose growth rescue (activation), usual class: activators. 320,000 tested, 0.23% active. AID 485298;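 further: potency means the concentration at half of the fitted maximal effect; % of control where 0% means no effect; nearly all actives have a fitted effect of over 45% in size; temperature-sensitive fusion mutants such as fzo1-1 at 37 °C on non-fermentable ethanol glycerol medium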
#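 S. cerevisiae fusion-defective temperature-sensitive mutants (e.g. fzo1-1, mgm1-5) grown 48 h at 37C in YPEG (ethanol/glycerol non-fermentable) medium with 23 nl compound per well; growth rescue read as CellTiterGlo luminescence.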
# Active calls of the source: *; ? = inconclusive; . = not tested or not shown; [ ] = another dose, or the depositor's remark. Unless noted, the call rests on the fitted dose curve; in most records, active means well fitted curve in the direction sought with a large enough effect; inconclusive means small, poorly fitted or top-dose-only effect, or another doubt; inactive means no such curve, though single readings can be large; an effect the other way counts as inactive or inconclusive. Some of the compounds tested (hit frequency here may not be typical).
item	SMILES	Menin MLL FP TR	Rab9 promoter act	PKM2 activator	FLuc counter	RORgamma inh	KCNH2 3.1 block	MBNL1 CUG block	NPC1 promoter act	ELG1 repair inh	VP16 counter	Mito fusion act
1	CCn1c(SCC(=O)N/N=C/C=C/c2ccco2)nnc1-c1ccc(OC)cc1	-9%	-5%	?	-10%	24%	-25	?	-2%	-11%	-5%	-5%
2	CNC(=O)/C(=C/c1ccc2c(c1)OCO2)NC(=O)c1ccc(Br)cc1	-2%	0%	-1%	-1%	44%	-2	1%	-6%	0%	-8%	0%
3	Cc1ccc(N2C(=O)S/C(=C/c3cn(C)c4ccccc34)C2=O)cc1	?	?	-5%	?	21%	3	0%	?	?	-17%	5%
4	CCOc1ccc(N(Cc2cc3cc(C)ccc3[nH]c2=O)C(=O)COC)cc1	?	2%	?	-1%	16%[1.91 µM]	-1	3%	2%	-2%	-1%	2%
5	CC(=O)c1ccc(NC(=O)Nc2ncn(Cc3cccc(C)c3)n2)cc1	4%	0%	-7%	-1%	?	13	-7%	1%	8%	7%	7%
6	C=CCc1cc(C=O)cc(OC)c1OCc1ccc(C(=O)O)cc1	25%	-4%	-4%	-19%	15%	7	-12%	1%	7%	2%	-4%
7	N=c1c[n+](-c2ccc(Cl)cc2)[n-]o1	?	0%	4%	-5%	15%	-19	?	1%	-11%	?	-3%
8	COc1cccc(-c2nc(CS(=O)(=O)CC(=O)Nc3ccccc3C)c(C)o2)c1	-9%	-4%	0%	1%	9%	-3	5%	-2%	-8%	0%	-12%
9	CCCn1cnc2c(c1=O)c1nc3ccccc3nc1n2CCC1=CCCCC1	0%	-1%	3%	1%	-16%	.	2%	-3%	8%	-7%	2%
10	Cc1nnsc1C(=O)N1CCCC(Nc2ccc(F)c(F)c2)C1 (stereo unspecified)	.	0%	.	-7%	13%	-10	2%	-1%	18%	17%	2%
11	CSc1ccc(/C=N/Nc2cccc(C(=O)O)c2)cc1	?	0.089µM*	0%	0.076µM*	?	21	12%	?	?	?	2%
12	COc1ccc(NS(=O)(=O)c2cc3c(cc2C)N(C(C)=O)CCO3)c(OC)c1	3%	4%	-19%	1%	-10%	15	-10%	-6%	?	0%	-2%
13	CCOC(=O)c1c(C)c(C(=O)OCC)n(C)c1C	-5%	-5%	1%	-8%	31%	-1	0%	-2%	6%	8%	6%
14	CSc1nc2nccc(/C=C\c3ccccc3)n2n1	31%[activator]	-6%	-1%	-10%	6%	-10	18%	-4%	?	15%	1%
15	CN(C)/C=C/c1onc(-c2c(F)cccc2Cl)c1C#N	21%	27%	0%	?	?	.	.	0%	17%	-5%	-1%

# Overlap with the part before: four compounds; new compounds follow.
item	SMILES	Menin MLL FP TR	Rab9 promoter act	PKM2 activator	FLuc counter	RORgamma inh	KCNH2 3.1 block	MBNL1 CUG block	NPC1 promoter act	ELG1 repair inh	VP16 counter	Mito fusion act
12	COc1ccc(NS(=O)(=O)c2cc3c(cc2C)N(C(C)=O)CCO3)c(OC)c1	3%	4%	-19%	1%	-10%	15	-10%	-6%	?	0%	-2%
13	CCOC(=O)c1c(C)c(C(=O)OCC)n(C)c1C	-5%	-5%	1%	-8%	31%	-1	0%	-2%	6%	8%	6%
14	CSc1nc2nccc(/C=C\c3ccccc3)n2n1	31%[activator]	-6%	-1%	-10%	6%	-10	18%	-4%	?	15%	1%
15	CN(C)/C=C/c1onc(-c2c(F)cccc2Cl)c1C#N	21%	27%	0%	?	?	.	.	0%	17%	-5%	-1%
16	O=C(C1CCCN(Cc2ccccc2[N+](=O)[O-])C1)N1CCCCC1 (stereo unspecified)	-4%	-9%	.	1%	12%	-2	20%	-4%	-1%	-10%	-5%
17	COc1ccccc1C(=O)NCCC(=O)Nc1ccc(S(=O)(=O)N2CCC(C)CC2)cc1	.	-12%	.	-1%	.	-12	.	-3%	?	.	-10%
18	Cc1ccc(SCc2cc(=O)[nH]c(N3CCCCC3)n2)cc1	0%	2%	1%	1%	15%	-7	5%	-1%	0%	3%	-1%
19	CCN(CC)S(=O)(=O)c1ccc(N2CCOCC2)c(NC(=O)C2COc3ccccc3O2)c1 (stereo unspecified)	-3%	-8%	6%	-2%	32%	2	8%	1%	2%	5%[10 µM]	7%
20	N#CC(CO)(Cc1ccc(OC(F)F)cc1)c1nc2ccccc2[nH]1 (stereo unspecified)	13%	-5%	4%	0%	?	16	-14%	1%	-11%	5%	27%
21	O=C(Nc1ccccc1)c1ccc2c(c1)CCN2S(=O)(=O)c1ccccc1	.	-2%	.	-3%	34%	-1	0%	10%	-27%	-12%	-4%
22	CC(NCc1ccc(S(N)(=O)=O)cc1)C(=O)Nc1ccc([N+](=O)[O-])cc1Cl (stereo unspecified)	9%	0%	-2%	-3%	7%	1	?	-1%	23µM*	-5%	-5%
23	CCOC(=O)C1=C(COC(=O)COc2cccc(C)c2C)NC(=O)NC1C (stereo unspecified)	.	-1%	.	4%	.	0	.	-4%	15%	.	-4%
24	CCOc1ccc(NC(=O)CCc2nnc3ccc(N4CCC5(CC4)OCCO5)nn23)cc1	-13%	-5%	-3%	-8%	15%	10	-2%	-2%	-4%	-9%	-2%
25	O=C(NCc1ccco1)C1OCCc2ccccc21 (stereo unspecified)	3%	-3%	15%	0%	1%	7	-10%	-2%	4%	3%[0.365 µM]	-3%
26	Cc1ccc(C)n1-n1c(C)nc2scc(-c3cccs3)c2c1=O	5%	-1%	2%	-1%	-1%	19	6%	-10%	-9%	26%	5%
27	Cc1cccc(CSCc2ccc(C(=O)O)o2)c1	-28%	16%	.	?	-15%	-16	-13%	13%	?	?	-5%
28	CCc1ccc(CN(C)C(=O)CCc2nnc(COc3ccccc3)o2)cc1	-21%	20%	0%	?	29%	6	13%	10%	?	19%	8%
29	CCCN(CCC)CC(O)CN1C(=O)N(CN2C(=O)N(CC(O)CN(CCC)CCC)C(=O)C2(C)C)C(C)(C)C1=O (stereo unspecified)	-10%	-32%[inhibitor]	12%	-1%	30%	2	-4%	-2%	-2%	-12%	11%
30	Cc1ccc(NC(=O)c2ccc(Nc3ccccc3F)nc2)cc1	?	0%	7%	?	43%	0	.	-1%	?	6%	-1%

# (further entries)
item	SMILES	Menin MLL FP TR	Rab9 promoter act	PKM2 activator	FLuc counter	RORgamma inh	KCNH2 3.1 block	MBNL1 CUG block	NPC1 promoter act	ELG1 repair inh	VP16 counter	Mito fusion act
31	Cc1cccc(NC(=O)N2CCC(NC(=O)C3CCCCC3)CC2)c1	-7%	-4%	-6%	-2%	1%	-5	3%	-2%	2%	-5%	3%
32	CCCCc1ccc(NS(=O)(=O)c2cccc(C(=O)N3CCCN(C)CC3)c2)cc1	.	-1%	.	-1%	.	-10	.	-3%	14%	.	-4%
33	Cc1ccc2cc3cc(C(=O)N4CC(C)CC(C)C4)oc3nc2c1 (stereo unspecified)	-9%	21%	-13%	?	?	6	?	7%	?	?	16%
34	CN(C)S(=O)(=O)c1cccc(NC(=S)Nc2cc(Cl)cc(Cl)c2)c1	11%	-3%	1%	-1%	31%	3	-1%	0%	?	-2%	0%
35	CC(=O)Nc1ccc(NC(=O)C(C)OC(=O)C2(c3ccc(Cl)cc3)CCCC2)cc1 (stereo unspecified)	16%	1%	9%	-1%	28%	6	6%	0%	?	-8%	11%
36	COc1ccc(/C=N/NS(=O)(=O)c2ccccc2)cc1OC(=O)c1ccc(C)cc1	?	-10%	-6%	-9%	12%	8	4%	-2%	2%	-22%	5%
37	Cn1c(N)c(C(=O)CSc2nc3ccccc3[nH]2)c(=O)n(C)c1=O	.	-4%	-1%	-5%	19%	-17	9%	1%	-8%	3%	2%
38	COc1ccc2[nH]cc(C(=O)CN3CCCCC3)c2c1	7%	13%	-1%	1%	-21%	-11	-1%	-5%	5%	-2%	0%
